Screening results from PubChem BioAssay.
BoNT F protease: BoNT/F light chain protease inhibitors, primary screen, biochemical, flow cytometry, MLPCN library | Botulinum neurotoxin type F light chain protease (Clostridium botulinum) | Multiplex microsphere protease cleavage assay | inhibition, % at 10 µM | 360,000 tested, 0.22% active | AID 588497, 2011; in the data active = inhibition above about 35%, passing the limit was not always enough; inconclusive = no clear call, values can overlap the other calls; note: plate controls were buffer without enzyme for full effect and enzyme alone for no effect
Anthrax LF prot: Bacillus anthracis LF protease inhibitors, primary screen, biochemical, multiplex microsphere, MLPCN library | Lethal factor (Bacillus anthracis), P15917 | multiplex microsphere protease cleavage assay | inhibition, % at 10 µM | 360,000 tested, 0.12% active | AID 588501, 2011; note: plate controls were buffer without enzyme for full effect and enzyme alone for no effect
TcdB inh: TcdB glycohydrolase inhibitors, primary screen, biochemical, single point, plate reader. Toxin B (Clostridioides difficile), P18177. TcdB glycohydrolase enzymatic assay. inhibition, % at 9.99 µM. 350,000 tested, 0.24% active. AID 652162, 2013; in the data active = inhibition above about 10%
FadD28 binding: inhibitors of FadD28 bisubstrate probe binding, primary screen, biochemical, fluorescence polarization, single point; Mycobacterium tuberculosis FadD28 fatty-acid-AMP ligase; inhibition, % at 12.5 µM; 360,000 tested, 0.22% active; AID 588549, 2011; in the data active = inhibition above about 8.5%, passing the limit was not always enough; inconclusive = no clear call, values can overlap the other calls
CCHF vOTU inh: CCHFV vOTU protease inhibitors, primary screen, biochemical, Pep-AMC substrate, fluorescence; Crimean-Congo hemorrhagic fever virus L polyprotein viral ovarian tumor (vOTU) protease …; inhibition, % at 11.5 µM; 370,000 tested, 0.55% active; in the data active = inhibition above about 30%; note: 0% = vehicle wells with enzyme and 100% = no enzyme wells
PfHsp40 rescue: rescue of yeast from PfHsp40 toxicity, primary screen, S. cerevisiae, ATP luminescence. 340,000 tested, 0.68% active. S. cerevisiae expressing PfHsp40, growth rescue. growth rescue, % at 12.5 µM; in the data active = growth rescue above about 28%, passing the limit was not always enough; inconclusive = no clear call, values can overlap the other calls;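 note: yeast W303a lacking pdr1 and pdr3 grown in galactose medium; growth measured after three days at 30 °C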
BoNT A protease: BoNT/A light chain protease inhibitors, primary screen, biochemical, flow cytometry, MLPCN library; 360,000 tested, 0.17% active; inhibition, % at 10 µM; Botulinum neurotoxin type A light chain protease (Clostridium botulinum A str. ATCC 3502); multiplex microsphere protease substrate cleavage; note: plate controls were buffer without enzyme for full effect and enzyme alone for no effect
PrPC TRFRET: inhibitors of human cell surface prion protein PrPC, primary screen, cell-based, TR-FRET | inhibition, % at 13.8 µM | 370,000 tested, 0.43% active | TR-FRET read-out | Major prion protein (Homo sapiens), P04156 | AID 720596, 2013; in the data active = inhibition above about 24%; note: 0% = median of the test wells and 100% = reference compound wells
Y pestis TopoI: Yersinia pestis topoisomerase I inhibitors, primary screen, biochemical, cleavage product accumulation, plate reader, single point | DNA topoisomerase I (Yersinia pestis CO92) | Y. pestis Topo-I cleavage product accumulation | activity, % at 10 µM | 360,000 tested, 0.064% active | AID 504884, 2011; in the data active = activity above about 50%, passing the limit was not always enough; inconclusive = no clear call, values can overlap the other calls; note: inactives centre near 2
Numbers without * were called inactive; ? = inconclusive; . = not tested or not shown; & = joins results of further samples. Cut-off read from the data, not from the text of the source, unless noted: active = inhibition above about 30%; inconclusive = no clear call, values can overlap the other calls; inactive = below that.

Key to letters – A = BoNT F protease; B = Anthrax LF prot; C = TcdB inh; D = FadD28 binding; E = CCHF vOTU inh; F = PfHsp40 rescue; G = BoNT A protease; H = PrPC TRFRET; I = Y pestis TopoI
> Cc1csc(NC(=O)c2cc[n+]([O-])cc2)n1
  A = -4; B = -3; C = 0.1; D = 1.1; E = 12; F = 0.0; G = -0.6; H = -3; I = 3

> COc1ccc2[nH]c3c(c2c1)CCN1C(=O)N([C@@H](C)C(=O)NC2CC2)C(=O)[C@]31C
  A = -4; B = -3; C = 0.1; D = -0.9; E = 0; F = -0.6; G = -0.9; H = -4; I = -2

> CCOC(=O)c1ccccc1NC(=O)COC(=O)CSc1ccccc1
  A = -2; B = -4; C = -5.4; D = -1.8; E = 8; F = -0.5; G = -3.1; H = 3; I = 46

> C[C@H](CO)N1C[C@H](C)[C@@H](CN(C)Cc2cccc(C(F)(F)F)c2)OCc2cnnn2CCCC1=O
  A = 0; B = -3; C = 0.9&-0.1; D = -2.8; E = -4; F = .; G = -0.1; H = 5; I = 6

> CCCCC(=O)Nc1ccc(NC(=O)c2ccco2)cn1
  A = 12; B = -7; C = 0.8; D = -1.8; E = 1; F = 3.7; G = -1.1; H = 1; I = -1

> CC1(C)N=C(N)N=C(N)N1c1ccc(CCCCc2ccccc2)cc1
  A = -12; B = -9; C = -0.9; D = -5.3; E = 16; F = .; G = -0.6; H = 6; I = 2

> O=S(=O)(c1ccc(F)cc1)c1nc(-c2ccco2)oc1Nc1ccc(F)cc1
  A = -1; B = -2; C = .; D = -0.4; E = 0; F = 0.2; G = -0.6; H = 0; I = 7

> CCOC(=O)N1CCN(CC(=O)c2ccc(O)c(C)c2O)CC1
  A = 3; B = -1; C = 1.6; D = -3.1; E = -4; F = -0.3; G = 0.3; H = 5; I = -5

> COc1c(Cl)cccc1-c1cn2ccccc2n1
  A = -7; B = 6; C = 0.9; D = -2.3; E = -17; F = -0.1; G = 0.3; H = 2; I = -8

> O=C(CC(=O)NCc1ccccc1)NCc1ccccc1
  A = -12; B = -3; C = -0.2; D = 0.0; E = 0; F = -0.6; G = -0.2; H = -1; I = 10

> CC(C)(C)CN1C(=O)C(=O)NC[C@@H]1Cc1ccc(O)cc1
  A = -8; B = -7; C = 0.7; D = -0.8; E = -3; F = -1.5; G = 0.5; H = 4; I = 5

> O=C1CCC(C(=O)N2CCCCO2)CN1CCc1ccccc1 (configuration not stated)
  A = 7; B = 0; C = 0.7; D = -1.6; E = 9; F = 0.4; G = 1.1; H = -1; I = -8

> C/C=C1\CN2[C@H]3C[C@@]45c6ccccc6N(C)[C@H]4[C@@H]2CC1C3[C@H]5O (some centres not stated)
  A = -1; B = 0; C = -1.5; D = -1.0; E = -2; F = -0.3; G = 0.3; H = -5; I = -2

> CCCCn1nnnc1C(c1ccccc1OC(F)(F)F)N1CCN(C/C=C/c2ccccc2)CC1 (configuration not stated)
  A = -4; B = -7; C = 0.2; D = -0.7; E = 16; F = .; G = 0.1; H = 0; I = .

> Cn1c(NC(=O)C2c3ccccc3Oc3ccccc32)cc(=O)n(C)c1=O
  A = 1; B = -2; C = .; D = -2.7; E = 5; F = 4.2; G = -0.1; H = -6; I = 7

> O=C(N/C=N/O)C(c1ccccc1)c1ncc(C(F)(F)F)cc1Cl (configuration not stated)
  A = -4; B = -11; C = 6.9; D = -2.4; E = -12; F = -0.9; G = 0.0; H = 3; I = 1

> CC(NS(=O)(=O)c1ccccc1)C(=O)NC1CCCC1 (configuration not stated)
  A = 1; B = 4; C = -0.5; D = 0.7; E = 1; F = -0.6; G = 3.6; H = -6; I = -6

> CN(c1ccc(C(=O)Nc2ccccc2C(=O)N2CCOCC2)cc1)S(C)(=O)=O
  A = -5; B = -2; C = .; D = -2.3; E = 7; F = 0.7; G = 0.1; H = -7; I = 4

> CN(C)c1cccc(C(=O)OCCNC(=O)c2cccc(S(=O)(=O)N3CCOCC3)c2)c1
  A = -7; B = -4; C = 1.4; D = -2.4; E = -2; F = 0.1; G = -2.2; H = -5; I = 15

> c1ccc(SCc2nc3ccccc3[nH]2)nc1
  A = 0; B = 3; C = .; D = 0.1; E = 0; F = -0.2; G = 0.6; H = 6; I = -8

> CNC(=S)N(Cc1ccc(Cl)cc1)Cc1cccs1
  A = .; B = .; C = 0.5; D = -8.5; E = -6; F = 1.9; G = .; H = -5; I = 6

> Cc1cc(Nc2cccc(C(=O)O)c2)n2ncnc2n1
  A = 1; B = 3; C = 3.7; D = 0.6; E = 11; F = 0.7; G = -3.3; H = 1; I = 7

> O=C(O)CSc1nnc(COc2ccc([N+](=O)[O-])cc2)n1-c1ccccc1
  A = -4; B = 0; C = -1.9; D = -1.4; E = -2; F = 0.8; G = -0.1; H = -16; I = 2

> O=c1cc(CSc2nnc(COc3ccc(Cl)cc3)o2)c2ccccc2[nH]1
  A = -4; B = 2; C = .; D = -3.4; E = -11; F = -0.4; G = -1.2; H = 0; I = 23

> CCOC(=O)C1=C(C)Nc2ccccc2S1
  A = ?; B = -11; C = -0.8; D = -0.6; E = 2; F = -0.9; G = -6.3; H = -7; I = -3

Part of the list above in order of heavy-atom count, falling:
Key to letters – A = BoNT F protease; B = Anthrax LF prot; C = TcdB inh; D = FadD28 binding; E = CCHF vOTU inh; F = PfHsp40 rescue; G = BoNT A protease; H = PrPC TRFRET; I = Y pestis TopoI
> CCCCn1nnnc1C(c1ccccc1OC(F)(F)F)N1CCN(C/C=C/c2ccccc2)CC1 (configuration not stated)
  A = -4; B = -7; C = 0.2; D = -0.7; E = 16; F = .; G = 0.1; H = 0; I = .

> CN(C)c1cccc(C(=O)OCCNC(=O)c2cccc(S(=O)(=O)N3CCOCC3)c2)c1
  A = -7; B = -4; C = 1.4; D = -2.4; E = -2; F = 0.1; G = -2.2; H = -5; I = 15

> Cn1c(NC(=O)C2c3ccccc3Oc3ccccc32)cc(=O)n(C)c1=O
  A = 1; B = -2; C = .; D = -2.7; E = 5; F = 4.2; G = -0.1; H = -6; I = 7

> CCOC(=O)N1CCN(CC(=O)c2ccc(O)c(C)c2O)CC1
  A = 3; B = -1; C = 1.6; D = -3.1; E = -4; F = -0.3; G = 0.3; H = 5; I = -5

> O=C(CC(=O)NCc1ccccc1)NCc1ccccc1
  A = -12; B = -3; C = -0.2; D = 0.0; E = 0; F = -0.6; G = -0.2; H = -1; I = 10

> Cc1cc(Nc2cccc(C(=O)O)c2)n2ncnc2n1
  A = 1; B = 3; C = 3.7; D = 0.6; E = 11; F = 0.7; G = -3.3; H = 1; I = 7

> COc1c(Cl)cccc1-c1cn2ccccc2n1
  A = -7; B = 6; C = 0.9; D = -2.3; E = -17; F = -0.1; G = 0.3; H = 2; I = -8

Next section.
Key to letters – A = BoNT F protease; B = Anthrax LF prot; C = TcdB inh; D = FadD28 binding; E = CCHF vOTU inh; F = PfHsp40 rescue; G = BoNT A protease; H = PrPC TRFRET; I = Y pestis TopoI
> CC(C)(C)[C@H]1C=C(C(=O)O)O[C@@H](OCc2ccc(CO)cc2)C1
  A = -6; B = 1; C = -13; D = -1.2; E = 4; F = -0.2; G = -0.1; H = 7; I = -1

> O=C(CSc1nnc2n1CCCN2)c1ccccc1
  A = .; B = .; C = 0.1; D = -2.0; E = -6; F = .; G = .; H = 0; I = -1

> O=C1Nc2ccccc2N=C(c2ccccc2)C1Br (configuration not stated)
  A = -6; B = -6; C = 0.2; D = -1.4; E = -8; F = -0.8; G = -0.8; H = -6; I = 4

> CC(C)CCC1(C)NC(=O)N(CC(=O)NCC(=O)Nc2ccc(F)c(F)c2F)C1=O (configuration not stated)
  A = -4; B = -4; C = -1.4; D = -2.8; E = -6; F = 0.5; G = -1.8; H = -1; I = -3

> CC(Sc1ccc(S(=O)(=O)N2CCN(C)CC2)cn1)C(=O)NC1CCCCC1 (configuration not stated)
  A = -4; B = 6; C = 1.2; D = -0.7; E = -7; F = 0.6; G = -0.6; H = 2; I = 3

> COc1ccc(S(=O)(=O)Nc2ccc3c(c2)C(=O)N([C@H](C)CO)C[C@H](C)[C@@H](CN(C)S(=O)(=O)c2ccc(OC)cc2)O3)cc1
  A = -9; B = -2; C = 0.8; D = 0.4; E = 8; F = 2.2; G = -0.8; H = 6; I = 7

> Fc1cccc(Nc2nc(N3CCOCC3)nc(N3CCOCC3)n2)c1
  A = .; B = .; C = 1.7; D = 0.5; E = -8; F = -1.6; G = .; H = -14; I = 5

> COc1cccc(CNC(=O)CCC(=O)N2CC(C)Oc3ccccc32)c1OC (configuration not stated)
  A = -5; B = 0; C = -0.9; D = -0.5; E = -7; F = 1.6; G = -0.7; H = -1; I = 9

> O=C(NCc1ccccc1)C1c2ccccc2OCC(=O)N1CC(F)(F)F (configuration not stated)
  A = -9; B = -7; C = 0.9; D = .; E = -6; F = .; G = 0.7; H = -6; I = .

> COC(=O)c1ccc(C(C2C(=O)CC(C)(C)CC2=O)C2C(=O)CC(C)(C)CC2=O)cc1
  A = ?; B = -5; C = -0.2; D = -1.2; E = 12; F = -1.2; G = ?; H = -5; I = -1

> CCn1c(SCC(=O)Nc2cccc(C)c2)nc2c(c1=O)SC(C)C2 (configuration not stated)
  A = -6; B = -9; C = 1.1; D = -3.4; E = -3; F = 0.7; G = -0.5; H = 1; I = 3

> COc1ccc(OC)c(CCNC(=O)Cc2ccc(NC(=O)C3=C(C)OCCS3)cc2)c1
  A = 0; B = -11; C = 0.7; D = -3.1; E = 13; F = .; G = -0.1; H = 5; I = -4

> O=C(CN1C(=O)NC2(CCCCC2)C1=O)Nc1cc(C(F)(F)F)ccc1N1CCCC1
  A = 2; B = 3; C = 1.8; D = -0.9; E = 9; F = 0.3; G = 0.1; H = 4; I = -2

> C=CCc1ccccc1OCC(O)CN(CC)CC (configuration not stated)
  A = -6; B = 2; C = .; D = -0.7; E = 6; F = 0.1; G = -0.2; H = -5; I = 1

> COc1ccc(-c2n[nH]c(C)c2-c2cc(OC)ccc2O)cc1
  A = -35; B = -11; C = .; D = -0.6; E = 18; F = -0.6; G = -3.1; H = 0; I = 1

> COc1ccc(C(NC(N)=O)c2ccccc2)cc1 (configuration not stated)
  A = -9; B = -1; C = 0.8; D = -0.6; E = -6; F = 73*; G = -0.2; H = -2; I = 6

> O=C(CSc1n[nH]c(=O)n1-c1ccc2c(c1)OCCO2)Nc1ccccc1
  A = .; B = .; C = -0.6; D = -3.8; E = -9; F = -1.3; G = .; H = 2; I = -5

> COC(=O)C1(C(=O)OC)C/C=C\CN(S(=O)(=O)c2ccccc2[N+](=O)[O-])CCC1
  A = -1; B = -1; C = 2.8; D = .; E = 7; F = .; G = 0.1; H = 2; I = .

> C#CCOCCOCCOCCNc1nc(N2CCN(C(=O)[C@H](CCCCN)n3cc(C(N)[C@H](C)CC)nn3)CC2)nc(N2CCN(C(=O)[C@H](CCC(=O)O)n3cc(C(N)[C@H](C)CC)nn3)CC2)n1 (some centres not stated)
  A = -11; B = -1; C = .; D = -0.9; E = .; F = -1.1; G = -0.3; H = .; I = 0

> CC(C)(C)c1cnnn1-c1ccc(NC(=O)c2ccc3c(c2)OCO3)cc1
  A = -5; B = -2; C = .; D = -0.9; E = 1; F = 0.8; G = -3.6; H = -1; I = 20

Random draw from the library; any-hit rate near 2.3%.
